# Source: PubChem (National Center for Advancing Translational Sciences (NCATS))
# APE1 inh: APE1 (human) endonuclease inhibition; P27695; recombinant APE1, TAMRA/BHQ-2 abasic DNA cleavage fluorescence; Potency, µM (top dose mostly 65.8 µM), inactives show top-dose activity change, negative = inhibition, most hits filed as inhibitors; actives 0.35% (n = 350,000);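 note: potency is the fitted concentration of half-maximal effect; plate controls were vehicle for no effect and reference inhibitor for full effect; nearly all actives have a fitted effect of over 55% in size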
#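 Enzyme (0.75 nM final) and test compound are incubated 15 min at room temperature before adding 50 nM quenched THF abasic-site duplex. Cleavage dequenches TAMRA, followed at 525/598 nm over three reads one minute apart.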
# Pol beta inh: DNA polymerase beta (human) inhibition; P06746; Pol beta primer extension/strand displacement, fluorescence kinetic; Potency, µM (highest dose often 114 µM), without a hit: at the highest dose activity change, negative = inhibition, usual class: inhibitors; actives 1.3% (n = 340,000); note: potency is the fitted concentration of half-maximal effect; % is set by controls: 0 for no effect and ±100 for the full control effect
#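 Kinetic readout of DNA synthesis with strand displacement by Pol beta. Compound and 10 nM enzyme sit 15 min at room temperature; 50 nM substrate starts the reaction, read immediately and at 10 min.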
# Anesthetic bind: binds horse apoferritin like a general anesthetic | Potency, µM (titrated, usually from 77.5 µM), for inactives: at the top dose activity change, negative = displacement, hits mostly inhibitors | P02791 | actives 0.074% (n = 350,000) | apoferritin/1-aminoanthracene competitive binding, fluorescence; note: potency is the fitted concentration of half-maximal effect; % is set by controls: 0 for no effect and ±100 for the full control effect; nearly all actives have a fitted effect of over 20% in size
# Target sequence (P02791 2-175 limits assumed): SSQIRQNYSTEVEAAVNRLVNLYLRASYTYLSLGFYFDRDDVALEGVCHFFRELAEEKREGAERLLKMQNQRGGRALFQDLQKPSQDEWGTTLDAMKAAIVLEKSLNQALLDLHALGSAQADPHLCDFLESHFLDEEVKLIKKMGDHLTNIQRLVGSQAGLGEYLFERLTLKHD
#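 Horse-spleen apoferritin (10 uM) was mixed with 50% saturated 1-aminoanthracene in PBS, exposed to compounds for 10 min at room temperature, and read for fluorescence (ex 380 nm, em 535 nm). Competitive displacement was fitted with a four-parameter Hill equation.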
# POLK inh: inhibitors of human DNA polymerase kappa; Potency, µM (top dose mostly 107 µM), for the others: at the top dose activity, negative = inhibition, hits mostly inhibitors; actives 0.53% (n = 400,000); AID 588579; purified Pol kappa, fluorescent DNA synthesis assay, 10 min; Q9UBT6; note: potency is the fitted concentration of half-maximal effect; % is set by controls: 0 for no effect and ±100 for the full control effect
# Target sequence (Q9UBT6 whole entry, looked up): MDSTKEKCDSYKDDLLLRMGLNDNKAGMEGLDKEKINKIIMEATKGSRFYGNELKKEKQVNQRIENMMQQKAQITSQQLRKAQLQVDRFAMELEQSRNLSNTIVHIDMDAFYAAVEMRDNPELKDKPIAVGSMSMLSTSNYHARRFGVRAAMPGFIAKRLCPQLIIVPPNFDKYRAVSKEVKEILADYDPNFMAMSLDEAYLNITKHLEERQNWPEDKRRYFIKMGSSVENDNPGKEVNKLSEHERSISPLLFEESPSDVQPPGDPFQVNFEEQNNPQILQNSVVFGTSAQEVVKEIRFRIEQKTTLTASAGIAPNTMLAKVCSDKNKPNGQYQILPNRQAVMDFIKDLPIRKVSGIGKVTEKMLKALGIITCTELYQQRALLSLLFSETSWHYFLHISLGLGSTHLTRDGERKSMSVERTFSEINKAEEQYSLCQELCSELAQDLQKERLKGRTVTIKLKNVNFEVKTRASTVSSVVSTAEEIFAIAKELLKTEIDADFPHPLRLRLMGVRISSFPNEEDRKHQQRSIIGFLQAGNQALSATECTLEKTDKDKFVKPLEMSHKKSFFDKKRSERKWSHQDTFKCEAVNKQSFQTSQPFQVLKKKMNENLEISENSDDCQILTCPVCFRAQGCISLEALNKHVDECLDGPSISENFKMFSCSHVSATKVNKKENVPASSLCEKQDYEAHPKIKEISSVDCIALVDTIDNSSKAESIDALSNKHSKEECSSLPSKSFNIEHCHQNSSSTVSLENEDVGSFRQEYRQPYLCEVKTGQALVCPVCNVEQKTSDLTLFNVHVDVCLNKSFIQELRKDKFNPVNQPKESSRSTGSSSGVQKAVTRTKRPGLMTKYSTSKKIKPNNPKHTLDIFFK
#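 10 nM Pol kappa was preincubated with compounds for 15 min at room temperature. Reaction started with 50 nM (final) substrate. Fluorescence read kinetically at 0 and 10 min.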
# ERG-DNA inh: ERG Ets/DNA interaction inhibition; P11308; fluorescence polarization, His-ERG Ets domain / labelled DNA; Potency, µM (series often up to 76.9 µM), for the others: at the top dose FP activity, negative = inhibition, hits mostly inhibitors; actives 0.028% (n = 370,000); AID 624246; active = well fitted inhibition curve with a large enough effect in the polarisation, with a control signal flat; inconclusive = small, poorly fitted or top-dose-only effect, or effect the other way, or a change in a side signal; inactive = no such curve, though single readings can be large or run the other way; the % refers to the polarisation;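 note: polarization taken with two DNA probes labelled with fluorescein and Texas red; potency is the fitted concentration of half-maximal effect; % of control where 0% means no effect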
#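 His-tagged ERG Ets domain (1 uM in the protein solution; 300mM KCl, 50mM Tris-HCl, 1mM EDTA, 1mM DTT, pH 7.5) received compound, then a probe mix of 5 nM fluorescein-DNA and 100nM Texas-615-DNA. Fluorescence polarization was read for both dyes.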
# BLM helicase inh: Bloom syndrome helicase (human) inhibition. recombinant BLM DNA unwinding, fluorescence dequenching. actives 0.2% (n = 350,000). AID 2528. P54132. Potency, µM (doses to about 56.1 µM), inactives show at the top dose activity change, negative = inhibition, actives largely listed as inhibitors;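 note: potency is the fitted concentration of half-maximal effect; plate controls were vehicle for no effect and no enzyme for full effect; nearly all actives have a fitted effect of over 35% in size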
# 12-LOX inh: ALOX12 (human) lipoxygenase inhibition | P18054 | purified 12hLO, xylenol orange hydroperoxide absorbance | Potency, µM (titrated, usually from 108 µM), without a hit: top-dose activity change, negative = inhibition, most hits filed as inhibitors | actives 1.1% (n = 580,000); note: potency is the fitted concentration of half-maximal effect; % is set by controls: 0 for no effect and ±100 for the full control effect
#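 Hydroperoxide product was detected by ferrous iron/xylenol orange as the 573 to 405 nm absorbance ratio. Arachidonic acid at 40 uM (final) was turned over for 30 min at room temperature by 150 nM human 12hLO, pH 7.0 Hepes buffer, after 15 min compound preincubation.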
# Pol iota inh: blocks human DNA polymerase iota activity | Q9UNA4 | Pol iota fluorescent replication assay, 10 min | Potency, µM (doses to about 115 µM), inactives show top-dose activity, negative = inhibition, actives largely listed as inhibitors | actives 1% (n = 390,000); note: potency is the fitted concentration of half-maximal effect
#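 Fluorescent replication assay read twice, at 0 min and 10 min after adding 50 nM (final) substrate. Enzyme (10 nM) and compounds were first incubated 15 min at room temperature; enzyme-free buffer wells were negative controls.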
# TRHR agonist: agonists of human TRH receptor; TRHR cells, calcium flux fluo-8, FDSS agonist mode; P34981; AID 493084; activation, % at 2 µM; actives 0.18% (n = 360,000); in the data active = activation above about 30%; note: 0% is about no effect
#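 TRHR-expressing cells, plated overnight in medium with 10% serum, were loaded with fluo-8 calcium dye at room temperature. After a 10 s baseline, library compound was pin-added and calcium release was recorded kinetically (ex 480/em 530) as agonist response.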
# * hit, by the source's call; ? = inconclusive; . = no result given; & = joins results of further samples; [ ] = another dose, or the depositor's remark. Unless noted, calls come from the whole dose curve; as a rule, active = well fitted curve in the direction sought with a large enough effect; inconclusive = small, poorly fitted or top-dose-only effect, or another doubt; inactive = no such curve, though single readings can be large; an effect the other way counts as inactive or inconclusive. This is a subset; rates above refer to the full screens.
SMILES,APE1 inh,Pol beta inh,Anesthetic bind,POLK inh,ERG-DNA inh,BLM helicase inh,12-LOX inh,Pol iota inh,TRHR agonist
O=C(c1cccc(F)c1)N1CCC[C@@]2(CCN(c3ccccn3)C2)C1,3%,.,.,-2%[60.1 µM],.,2%,-2%[57.4 µM],.,.
CC(NC(=O)COC(=O)c1ccccc1F)C1CC2CCC1C2 (centres undefined),41%,.,.,10%,18%,.,-1%,20%,.
O=C(CN(c1ccc(F)cc1)S(=O)(=O)c1ccc2c(c1)OCCO2)Nc1ccccc1,-5%,-8%,2%,-13%,3%,-1%,-3%,5%,-0.5
COc1ccc(C(=O)Nn2cnc3scc(-c4cccs4)c3c2=O)c(O)c1,1%,-7%,4%,-7%,-8%,0%,-27%,?,0.1
O=C(Nc1ccccc1)c1ccc(CN2CCC(Cc3ccccc3)CC2)cc1,.,.,.,2%,-15%,.,3%,-5%,.
Cc1ccccc1OCC(=O)OCC(=O)Nc1ccc2c(c1)OCCO2,-3%,.,.,-4%,11%,.,47%[activator],13µM*,-0.4
CCCCc1nnc2c(N(C)S(=O)(=O)c3ccc(C)cc3)nc3ccccc3n12,-2%,?,-1%,-14%,2%,-6%,-12%,-3%,-0.1
Cc1ccccc1CSc1nc2c([nH]c3ccccc32)c(=O)n1C,.,-7%,1%,-5%[60.1 µM],-2%,0%,-8%,15%,0.3
Cc1ccc(C2=Nc3ccccc3N(CC(=O)Nc3ccccc3F)C(=O)C2)cc1C,.,-26%,-1%,15%,0%,-3%,-27%,-12%,1.2
CCOc1ccc(-c2cc3c(=O)n(Cc4nc(-c5ccccc5OCC)oc4C)ccn3n2)cc1Cl,.,14%,-7%,-6%,1%,-2%,-4%,-6%,0.6
Nc1cc(=O)[nH]c(SCC(=O)Nc2cccc([N+](=O)[O-])c2)n1,0%,4%,5%,0%,-3%,-5%,-12%,38%[activator],0.5
COc1ccc([C@@H]2OC2(C(N)=O)C(N)=O)cc1,?,1%,7%,6%,-5%,-2%,7%,28%,0.4
CCOc1ccc(-c2cc(C(=O)N/N=C(\C)c3cccnc3)c3ccccc3n2)c(OCC)c1,16%,15%,-17%,-7%,1%,-15%,319%[activator],-27%,-0.6
CCOc1cc2[nH]c(=S)n(CCCOC)c(=O)c2cc1OCC,10%,20%,7%,-19%,1%,-3%,7%,-28%,-0.9
FC(F)Oc1ccc(NC(=S)NNc2ccnc3cc(Cl)ccc23)cc1,1%,6%,-11%,-23%,12%,0%,?,7%,-0.1
c1ccc2c(CCN3CCNC[C@H]3Cc3cccc4ccccc34)cccc2c1,-7%,.,.,-23%,3%,.,-9%,81%[activator],.
COc1ccccc1NC(=O)c1ccccc1NC(=O)c1ccccn1,3%,.,.,-10%,0%,.,13%,6%,0.3
CCCCC1CCC(C(=O)N(CCOC)c2c(N)n(CC(C)C)c(=O)[nH]c2=O)CC1 (centres undefined),16%,.,.,-15%,2%,.,155%[activator],0%,0.4
Cc1ccc(NC(=S)N(CCN(C)C)Cc2cc3cc(C)ccc3[nH]c2=O)cc1,13%,21%,-8%,-1%,-10%,5%,?,97%[activator],0.8
O=C1CC(c2ccccc2)CN1C(=O)c1cccc([N+](=O)[O-])c1 (centres undefined),9%,-2%,6%,-7%,-10%,5%,1%,11%,0.5
Cc1sc2ncn(CC(=O)Nc3ccccc3F)c(=O)c2c1-c1ccccc1,9%,-13%,?,0%,-2%,-2%,-1%,141%[activator],-1.8
COc1ccc(C(CCN2CCN(c3ccccc3)CC2)c2c(OC)cc(OC)c3c(-c4ccccc4)cc(=O)oc23)cc1 (centres undefined),-3%&25%,4%,-4%&-12%,3%&-12%,1%,-5%&2%,-3%,0%&21%,0.3
O=C(c1cc(=O)c2cc(Cl)ccc2o1)N1CCN(Cc2ccccc2)CC1,12%,7%,-2%,0%,-5%,-8%,0%&3%,-9%,0.6
CCOc1cc(NC(=S)NCCCN2CCOCC2)c(OCC)cc1NC(=O)c1cccs1,1%,7%,-4%,-2%,-8%,-5%,?,0%,1.1
Nc1ccc2nc(COc3ccccc3)[nH]c2c1,17%,2%,-6%,-18%,38%[activator],-3%,7%,17%,-0.1

# Two records picked at random from the list so far, as already listed:
SMILES,APE1 inh,Pol beta inh,Anesthetic bind,POLK inh,ERG-DNA inh,BLM helicase inh,12-LOX inh,Pol iota inh,TRHR agonist
O=C1CC(c2ccccc2)CN1C(=O)c1cccc([N+](=O)[O-])c1 (centres undefined),9%,-2%,6%,-7%,-10%,5%,1%,11%,0.5
Cc1ccccc1CSc1nc2c([nH]c3ccccc32)c(=O)n1C,.,-7%,1%,-5%[60.1 µM],-2%,0%,-8%,15%,0.3

# Additional entries:
SMILES,APE1 inh,Pol beta inh,Anesthetic bind,POLK inh,ERG-DNA inh,BLM helicase inh,12-LOX inh,Pol iota inh,TRHR agonist
O=C(COC(=O)c1cc2ccccc2cc1O)NC(=O)NCc1ccco1,-6%,-29%,?,-13%,15%,-6%,-15%,37%[activator],2.9
O=C1CCCN1CC1CCCN(Cc2nc(COc3ccccc3)no2)C1 (centres undefined),1%,1%,-7%,-1%,-9%,-6%,0%,17%,1.8
CCOc1ccc(-n2c(Cc3cc(=O)[nH]c(=O)[nH]3)nnc2SCC(=O)OC)cc1,-3%,-2%,0%,9%,-7%,2%,?,12%,0.5
CC1CCN(C(=O)COC(=O)c2ccc([N+](=O)[O-])o2)CC1,-38%,.,.,-6%,-2%,.,0%,50µM*,.
CCNc1nc(NCC)nc(N(C#N)CCOc2ccccc2)n1,23%,-6%,-8%,-7%[60.1 µM],1%,-4%,14%,-2%,0.0
CC(C)(C)Nc1ncnc2c1cnn2-c1ccccc1,-4%,4%,3%,-18%,-11%,-5%,-3%,?,0.2
C=CC[C@H](CC(=O)N[C@H](CO)Cc1ccccc1)C(=O)N[C@@H](COC(=O)[C@@H](CC=C)CC(=O)OC(C)(C)C)Cc1c[nH]c2ccccc12,5%,.,.,-2%,-5%,.,?,-2%,.
CC1COc2ccccc2N1S(=O)(=O)c1ccccc1 (centres undefined),-5%,0%,-8%,-5%,-8%,-10%,-22%,47%[activator],-2.1
C[C@]12CC[C@@H]3c4ccc(O)cc4CC[C@H]3[C@@H]1CC[C@@H]2OC(=O)CCC(=O)O,-4%,7%,-1%,1%,4%,0%,?,13%,-0.3
C=CCn1c(SCC(=O)OC)nc2sc3c(c2c1=O)CCN(C)C3,16%,-1%,-16%,.,.,0%,.,.,1.2
CC1=C(C(=O)N2CCCC(CCC(=O)NCc3ccccc3F)C2)OCCO1 (centres undefined),-7%,51%,-14%,9%,13%,2%,-2%,11%,0.1
CC(C)(C)NC(=O)CCc1nnc(Cc2c[nH]c3ccccc23)o1,0%,12%,-9%,2%[60.1 µM],-7%,8%,-14%,19%,-0.6
CCC(C)c1ccccc1NC(=O)C(C)OC(=O)CN1C(=O)NC(C)(C)C1=O (centres undefined),-5%,.,.,-7%,-6%,.,-2%,19%,-0.4
COc1ccc(NC(=O)C(c2cc3c(cc2[N+](=O)[O-])OCO3)N2CCN(C=O)CC2)cc1 (centres undefined),0%,-1%,3%,-8%,1%,-12%,-2%,154%[activator],0.1
O=C(c1cccc(F)c1)N1CCC2(CCCN(c3ccc(-c4ccccc4)cc3)C2)CC1,0%,.,.,6%[60.1 µM],.,-2%,-15%[57.4 µM],.,.
Cc1noc(C)c1COC(=O)c1ccc(F)c(S(=O)(=O)N2CCCCC2)c1,2%,-6%,-15%,-13%,5%,-4%,163%[activator],?,-1.1
COc1cc(/C=N\NC(=O)c2ccc(Cn3nc([N+](=O)[O-])c(Cl)c3C)o2)ccc1O,-6%,-7%,?,-28%,4%,-18%,194%[activator],-4%,1.0
O=S(=O)(c1ccc(N2CCN(CCO)CC2)nc1)N1CCOCC1,2%,.,.,-8%,13%,.,?,12%,0.9
Cc1ccc(C)c(OCCn2c(C3CC(=O)N(Cc4ccc(F)cc4)C3)nc3ccccc32)c1 (centres undefined),.,-3%,-6%,-3%,-2%,-3%,?,25%,-0.1
CCOC(=O)c1ccc(NC(=O)CCn2c(=O)oc3ccccc32)cc1,-11%,41%&6%,-12%&2%,-2%&-23%,3%&17%,-1%&-6%,-4%&-28%,19%&-14%,0.3&-2.2
COc1ccc(NC(=O)CSc2ncnc3c2sc2ccccc23)c(OC)c1,18%,14%,2%,-3%,-13%,2%,5%,29%,0.0
O=C(CCC(=O)N(CC(=O)NC1CCCC1)c1cccc(F)c1)Nc1nccs1,80%[activator],1%,13%,-2%,-2%,-2%,1%,27%,-1.5
COc1ccc(C2CC(=O)C3=C(C2)Nc2ccccc2N(C(=O)C2CC2)C3c2cccnc2)cc1OC (centres undefined),1%,-5%,-15%,0%,3%,0%,3%,-12%,0.1
CCCCC(=O)O[C@H]1CC[C@H]2[C@@H]3CCc4cc(O)ccc4[C@H]3CC[C@]12C,13%&-5%,?,-11%,0%,-1%,-18%,?,4%,0.1
CCN(CC)C(=O)Cn1c(=O)n(CCCC(=O)NCc2ccccc2)c(=O)c2sccc21,-2%,22%,0%,-4%,-8%,3%,-14%,21%,1.0
C=CCn1c(N)c(C(=O)OC(C)CC)c2nc3ccccc3nc21 (centres undefined),-1%,5%,871%[activator],-13%,12%,-1%,-6%,29%,-1.0
CN(C)S(=O)(=O)c1cccn1-c1ncc(C(F)(F)F)cc1Cl,-2%,-22%,?,-4%,3%,0%,-17%,5%,0.0
O=C(CN(C(=O)c1cccc([N+](=O)[O-])c1)C1CCCCC1)Nc1ccc(Cl)c([N+](=O)[O-])c1,-1%,4%,-10%,-3%,20%,4%,5%,141%[activator],0.0
CC1CCN(C(C)C(=O)Nc2cc(S(=O)(=O)N3CCCCC3)ccc2Cl)CC1 (centres undefined),-7%,.,.,-10%,1%,.,-29%,9%,0.0
CC1CCc2c(sc(/N=C/c3cccnc3)c2C(N)=O)C1 (centres undefined),18%,12%,2%,-5%,0%,0%,32µM*,-30%[58.9 µM],-0.4
